# Bioassay records: PubChem BioAssay, several laboratories
# L major viab – Leishmania major promastigote growth inhibition, primary screen | Leishmania major promastigotes, resazurin fluorescence viability | inhibition, % at 10 µM | 200,000 compounds, 9% hits; in the data active = inhibition above about 50%;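 note: promastigotes grown with compound for 44 hours at 28 °C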
# PPARg SRC-1 ag – PPARgamma agonists recruiting SRC-1 coactivator, primary screen, biochemical. Peroxisome proliferator-activated receptor gamma (Homo sapiens), P37231. activation, % at 8 µM. AID 631, 2007. 200,000 compounds, 0.41% hits. PPARgamma-SRC-1 coactivator recruitment biochemical assay; in the data active = activation above about 19%;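 note: 0% = DMSO and 100% = reference agonist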
# Target sequence (P37231 whole entry, looked up): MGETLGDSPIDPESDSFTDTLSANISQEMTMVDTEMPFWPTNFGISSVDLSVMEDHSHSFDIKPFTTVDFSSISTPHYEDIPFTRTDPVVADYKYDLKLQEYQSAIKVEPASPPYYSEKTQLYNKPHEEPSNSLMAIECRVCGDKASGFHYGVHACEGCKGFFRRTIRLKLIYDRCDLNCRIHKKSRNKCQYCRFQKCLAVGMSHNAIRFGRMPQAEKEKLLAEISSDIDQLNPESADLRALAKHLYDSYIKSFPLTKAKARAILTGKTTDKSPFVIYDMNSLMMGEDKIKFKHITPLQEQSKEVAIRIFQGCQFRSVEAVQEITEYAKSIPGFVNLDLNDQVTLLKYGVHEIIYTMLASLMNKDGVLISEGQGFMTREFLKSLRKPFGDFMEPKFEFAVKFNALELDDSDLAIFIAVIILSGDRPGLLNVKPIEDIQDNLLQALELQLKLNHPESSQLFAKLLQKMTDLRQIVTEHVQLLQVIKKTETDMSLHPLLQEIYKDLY
# bIAP inh – bovine intestinal alkaline phosphatase inhibitors, primary screen, selectivity assay for TNAP inhibitor project, biochemical, bovine IAP, CDP-star luminescence. AID 1019, 2008. alkaline phosphatase, intestinal [Bos taurus]. inhibition, % at 20 µM. 190,000 tested, under 10 active. purified bovine IAP, 30 min;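 active = over 50% inhibition of intestinal alkaline phosphatase at 20 µM in the single-dose screen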
#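 Assay system – bovine IAP enzyme · Quantity – bovine IAP at 1/65,000,000 final dilution · Detection – CDP-star luminescence signal · Times – 30 min reaction at room temperature · Also added – CDP-star substrate at 30 µM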
# HMGR II inh – inhibitors of E. faecalis class II HMGR, primary screen, biochemical, Enterococcus faecalis; purified E. faecalis HMGR, NADPH absorbance 340 nm kinetic; 190,000 compounds, 0.41% hits; AID 1066, 2008; inhibition, % at 10 µM; HMG-CoA reductase (Enterococcus faecalis, mvaE);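 active = inhibition above a set limit, the median over all tested compounds plus 3 SD, cut at about 9.5% in these data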;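 note: enzyme runs in reverse so mevalonate oxidation gives rising NADPH absorbance; 0% = complete reaction with DMSO and 100% = background rate lacking mevalonate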
# SRC2 TRFRET art – TR-FRET signal artefacts, primary screen, artefact control for PPARgamma SRC-2 agonist project, biochemical. TR-FRET artefact counter-screen; active compounds read high. TR-FRET ratio at 8 µM. 200,000 compounds, 0.4% hits; in the data active = TR-FRET ratio above about 2000; note: inactives centre near 1500
# DTT redox prof – compounds producing H2O2 with reducing agent – biochemical, NIH compound library profiling, artefact control for MLSCN library redox annotation, primary screen | DTT-dependent redox cycling H2O2, phenol red/HRP absorbance; 100% = 100 µM peroxide control, 0% = buffer | activation, % at 10 µM | 200,000 compounds, 0.03% hits;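 active = activation of at least 50% relative to the plate's high and low controls in the primary single-dose screen; inactive = activation below 50%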;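 note: compound incubated with DTT at 0.8 mM final as the reducing agent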
# PPARg SRC3 recr – PPARgamma agonists recruiting SRC-3 coactivator, primary screen, biochemical; Peroxisome proliferator-activated receptor gamma (Homo sapiens), P37231; biochemical PPARgamma/SRC-3 coactivator recruitment assay; activation, % at 8 µM; 200,000 compounds, 0.26% hits; in the data active = activation above about 23%;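 note: 0% = DMSO and 100% = reference agonist; some compounds past the cut are filed as inactive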
# RAM inhibit – inhibitors of the yeast RAM network, primary screen, dse1pr::URA3 reporter, 5-FOA selection; S. cerevisiae dse1pr::URA3 reporter, 5-FOA growth OD615, 2 d; analog-sensitive cbk1-as2 kinase mutant strain; inhibition, % at 50 µM; 190,000 compounds, 1.8% hits;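 active = inhibition above a set limit, 3 SD over mean compound inhibition, cut at about 8.4% in these data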;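 note: 0% = DMSO-only wells with no growth and 100% = 10 µM 1-NA-PP1 full growth; inhibition rescues growth on 5-FOA so higher OD means more RAM inhibition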
# ROMK mod – ROMK potassium channel modulators, primary screen, cell-based, thallium flux, MLSMR library; ATP-sensitive inward rectifier potassium channel 1 (Homo sapiens), P48048; 130,000 compounds, 2% hits; Tet-inducible ROMK, thallium flux fluorescence; actives lie on both sides; AID 1918, 2009; B-score at 10 µM;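 active = signal ratio slope over the read window, or its plate-corrected B-score, at least 3 SD from the plate mean, either direction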;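 note: B-score of the F/F0 ratio slope over 7 to 12 s after thallium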
# Target sequence (P48048 whole entry, looked up): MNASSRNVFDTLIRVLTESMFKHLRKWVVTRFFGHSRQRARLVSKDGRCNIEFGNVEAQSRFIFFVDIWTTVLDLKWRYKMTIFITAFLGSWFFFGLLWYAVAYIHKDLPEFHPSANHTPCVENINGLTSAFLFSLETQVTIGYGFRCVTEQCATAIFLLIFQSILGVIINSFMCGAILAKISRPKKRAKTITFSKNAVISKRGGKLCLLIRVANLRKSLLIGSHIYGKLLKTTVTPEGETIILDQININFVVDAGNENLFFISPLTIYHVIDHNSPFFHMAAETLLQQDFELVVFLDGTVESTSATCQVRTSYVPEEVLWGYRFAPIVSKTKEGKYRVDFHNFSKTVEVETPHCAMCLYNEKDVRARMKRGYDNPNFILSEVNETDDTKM
# S1P3 antagonist – S1P3 receptor antagonists, primary screen, cell-based; Sphingosine 1-phosphate receptor 3 (Homo sapiens), Q99500; CHO S1P3 NFAT-BLA reporter, FRET fluorescence, antagonist mode; inhibition, % at 4.98 µM; 170,000 compounds, 0.27% hits;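 active = inhibition above the plate cutoff, the mean inhibition of test wells on that plate plus 3 SD, cut at about 28% in these data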;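 note: cells challenged with S1P at its EC80 of 0.8 µM; blue over green emission ratio from cleaved BLA substrate after 4 h stimulation; 0% = S1P-stimulated wells and 100% = unstimulated DMSO-only wells; some compounds past the cut are filed as inactive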
# PPARg SRC-2 ag – agonists of PPARg-SRC-2 recruitment, primary screen, biochemical, HTS; Peroxisome proliferator-activated receptor gamma (Homo sapiens), P37231; PPARgamma LBD-SRC-2 recruitment; activation, % at 8 µM; 200,000 compounds, 0.34% hits; in the data active = activation above about 22%;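 note: 0% = vehicle and 100% = reference agonist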
# Starred values were filed as active, the others as inactive; x = not tested or not shown. Rows were taken by chance, and some 13% of all compounds hit somewhere here.
SMILES,L major viab,PPARg SRC-1 ag,bIAP inh,HMGR II inh,SRC2 TRFRET art,DTT redox prof,PPARg SRC3 recr,RAM inhibit,ROMK mod,S1P3 antagonist,PPARg SRC-2 ag
CCn1c(SCC(=O)Nc2nc(C)cs2)nnc1C(C)NC(=O)c1ccccc1 (centres undefined),-2,9,6,-3,1480,1.7,2,-0.9,x,x,0
Cc1ccc(-n2[nH]c(C)c(C=Nc3ccc(S(=O)(=O)Nc4nccs4)cc3)c2=O)c(C)c1,-6,-4,-10,-1,1511,-0.5,-4,0.8,1.8,-7,-4
C/C(N)=C(/C#N)C(=O)COC(=O)C(NS(=O)(=O)c1ccc(Cl)cc1)C(C)O (centres undefined),-8,-2,2,1,1436,2.4,-10,1.1,x,-5,-4
Nc1ccc(-c2ccc(C(=O)O)s2)cn1,0,2,-3,-3,1623,0.5,2,1.5,0.29,-12,0
Cn1ccnc1C1CCCCN1Cc1nc(-c2ccc(Cl)cc2)no1 (centres undefined),15,-1,-21,-1,1447,0.9,0,-0.8,-0.25,1,-3
O=C(NCCO)/C(=C\c1ccc2c(c1)OCO2)NC(=O)c1ccc(Br)cc1,46,-7,3,-5,1591,0.1,1,1.5,0.16,-3,6
Cc1cc(NC(=O)/C(C#N)=C/c2ccc(-c3ccc(SC(F)F)cc3)o2)n(-c2ccccc2)n1,-6,1,19,2,1605,0.6,5,3.6,x,-17,2
Cc1c(NC(=S)NC(=O)c2ccc(-c3ccc(Cl)cc3)o2)cccc1C(=O)O,-4,12,-22,-4,1736,-1.5,6,2.7,3.5*,8,-1
COCCCNC(=O)c1cn(Cc2c(F)cccc2Cl)nn1,-2,12,-6,-8,1696,-2.9,-2,0.2,x,-13,1
Nc1cc(=O)[nH]c(SCC(=O)N2CCCc3ccccc32)n1,-1,2,-4,-1,1519,0.5,4,-1.0,0.52,x,9
CC1(C)CC(=O)C(C=NCc2ccc3c(c2)OCO3)=C(O)C1,-6,-1,20,-5,1478,0.8,-7,-0.3,x,-15,1
Cc1ccc(C(C)C)cc1OCCCCN1CCCC1,99*,5,-7,3,1621,-0.3,0,-1.6,-0.21,-8,4
C/C=C/c1ccc(OCC(=O)Nc2ccc(OC)c(OC)c2)c(OC)c1,15,-3,-18,-8,1557,0.6,0,3.3,0.57,-8,1
CCCCn1nnc(NC(=O)COc2ccc(Cl)c(C)c2)n1,-1,-4,3,1,1478,0.6,3,1.5,x,x,7
CCn1c(SCC(=O)N/N=C(\C)c2ccncc2)nnc1-c1ccccc1,-3,4,0,-5,1607,0.2,4,1.4,0.14,-7,1
N#C/C(=C\c1coc2ccccc2c1=O)C(N)=S,-9,4,-14,7,1703,-0.8,2,1.8,0.0085,-14,3
CCOc1ccc(S(=O)(=O)n2ccc(C)n2)c2ccccc12,27,-4,-6,-5,1371,-4.9,1,2.0,0.44,17,0
CCn1c(SCC(=O)Nc2nnc(C)s2)nc2c(c1=O)SC(C)C2 (centres undefined),-8,3,11,-6,1530,-2.1,-1,3.4,x,5,-2
COC(=O)c1ccc(C(=O)OC)c(NC(=O)CN(C)Cc2ccccc2)c1,3,3,-26,-1,1604,-0.6,-1,1.2,-0.46,-13,-1
CC1=Nc2cc(C(=O)NCCCOC(C)C)ccc2Sc2ccccc21,0,-1,5,-4,1444,0.0,2,1.3,2.9*,0,-6
COc1ccc(N(CCC#N)S(=O)(=O)c2cccc3nsnc23)cc1,-2,10,7,-1,1622,-0.5,3,1.3,0.54,-23,11
CCC(=Nc1ccc(N)cc1)C1=C(O)C(C(=O)OC)C(C)(C)CC1=O (centres undefined),-1,23*,1,-7,1785,2.5,38*,2.8,x,-1,23*
Cc1cccc2sc(NC(=O)CNS(=O)(=O)c3ccc(Br)s3)nc12,12,7,-6,2,1706,0.3,2,5.4,x,9,-1
COc1ccccc1-c1nc2cc3ccccc3cc2nc1-c1ccccc1OC,7,2,-1,-2,1657,1.8,7,2.6,x,-23,12
N#C/C(=C\c1ccc(-c2ccccc2)cc1)c1nc(-c2ccco2)cs1,-5,2,10,-1,1642,1.4,2,8.4*,0.2,-6,-1
CC(=O)Nc1ccc(S(=O)(=O)N2CCN(c3cccc(C)c3C)CC2)cc1,-2,3,-6,2,1683,-3.5,12,2.1,x,8,-2
CC(=O)Nc1ccc(C(=O)CSc2nccc(=O)[nH]2)cc1,44,7,-14,-1,1337,-0.7,-2,2.5,-0.33,3,-2
Cc1ccc(C2/C(=C(/O)c3ccc(Br)cc3)C(=O)C(=O)N2Cc2ccco2)o1 (centres undefined),-7,-7,-3,2,1567,0.1,-11,1.7,-0.72,-13,2
Cc1cc(C(=O)OCC(=O)N2CCN(c3ccccc3)CC2)c2ccccc2n1,29,12,-3,-6,1571,2.2,-8,4.9,x,-14,6
CCN1C(=O)/C(=C2\SC(=S)N(c3c(C)n(C)n(-c4ccccc4)c3=O)C2=O)c2ccccc21,-2,0,14,-3,1668,-3.0,9,1.4,x,x,4

# Quoted from above, 2 compounds:
SMILES,L major viab,PPARg SRC-1 ag,bIAP inh,HMGR II inh,SRC2 TRFRET art,DTT redox prof,PPARg SRC3 recr,RAM inhibit,ROMK mod,S1P3 antagonist,PPARg SRC-2 ag
N#C/C(=C\c1coc2ccccc2c1=O)C(N)=S,-9,4,-14,7,1703,-0.8,2,1.8,0.0085,-14,3
CCOc1ccc(S(=O)(=O)n2ccc(C)n2)c2ccccc12,27,-4,-6,-5,1371,-4.9,1,2.0,0.44,17,0

# (cont.)
SMILES,L major viab,PPARg SRC-1 ag,bIAP inh,HMGR II inh,SRC2 TRFRET art,DTT redox prof,PPARg SRC3 recr,RAM inhibit,ROMK mod,S1P3 antagonist,PPARg SRC-2 ag
CCOC(=O)C1C(=O)NC(N2CCc3ccccc32)=NC1c1ccccc1 (centres undefined),-5,-3,-17,-2,1390,0.1,11,1.3,0.00029,-10,8
CCOC(=O)c1cc2c(=O)n3ccccc3nc2n(Cc2ccco2)c1=NC(=O)c1ccccc1OC,23,7,-16,0,1463,0.6,-1,1.7,0.017,-11,2
O=C(OCCN1CCOCC1)c1ccc2c(c1)OCCO2,-3,-2,9,-7,1571,-0.2,8,2.7,-0.17,x,5
O=C(COC(=O)C1(c2ccc(F)cc2)CCCC1)NCc1ccc2c(c1)OCO2,36,2,4,-1,1490,0.6,-4,2.6,x,-2,2
CN1CCN(C(=O)CCc2nc(-c3ccc(Cl)cc3)no2)CC1,-4,-5,-5,-7,1381,5.3,2,0.2,0.46,7,-7
CCOC(=O)C1=C(Cc2ccc(F)cc2)C(=O)c2ccccc2C1=O,48,8,18,1,1823,0.2,20,5.6,-3.3*,x,7
CCOc1ccc(N(CC(=O)NCc2cccs2)S(=O)(=O)c2c(C)noc2C)cc1,-1,2,-2,-5,1747,-1.4,4,6.8,x,0,6
O=C(CN1CCN(Cc2ccccc2Cl)C1=O)NC1CCCCCCC1,20,4,-12,-3,1598,0.2,10,1.1,-2.6*,x,3
NC(=O)C1CCN(C(=O)c2cc3n(n2)C(C(F)(F)F)CC(c2ccco2)N3)CC1 (centres undefined),-5,5,-8,-3,1695,-0.4,10,0.1,x,-27,10
CCOC(=O)c1c(NC(=O)c2cc3n(n2)C(C(F)(F)F)CC(c2cccs2)N3)sc(C)c1C (centres undefined),15,5,5,2,1555,0.7,-5,0.8,x,-6,4
Cc1nn(CC(=O)c2ccc(Cl)cc2Cl)c(C)[n+]1N,-4,-3,-24,-3,1659,0.3,3,0.4,x,6,0
Cc1ccc2c(CSc3nc4nc(C)cc(C)n4n3)cc(=O)oc2c1,4,3,-6,3,1522,1.7,22,2.9,x,x,4
COc1ccc(CNC(=O)C2CCC(CNc3nc(=S)[nH]c4ccccc34)CC2)cc1 (centres undefined),7,9,-1,4,1760,-0.5,3,1.0,1.2,-11,5
Cc1cccc(C)c1Nc1nnc(SCc2cc([N+](=O)[O-])cc3c2OCOC3)s1,1,7,21,-4,1673,1.2,1,3.0,x,x,0
C=CCOC(=O)C1=C[C@@H](C2CCCCC2)C[C@@H](OCc2ccc(CO)cc2)O1,25,9,16,-1,1577,0.6,3,5.2,x,-26,-3
O=C(NCCCN1CCCC1=O)c1ccc2c(=O)n(-c3ccc(F)cc3)c(=S)[nH]c2c1,11,-6,0,-5,1442,0.1,-1,3.2,-0.071,-22,-3
COc1ccc(CN(CCC(c2ccccc2)c2ccc(OC(C)C)cc2)C(=O)CCl)cc1OC (centres undefined),100*,-4,-41,-4,1559,0.4,-5,7.2,0.15,-2,2
C[C@H](NC(N)=O)C(=O)OCC(=O)Nc1ccc(OC(F)F)cc1,-3,3,-14,2,1799,-2.4,-2,0.2,-0.09,-15,2
O=C(O)c1c(NC(=O)c2cccc3ccccc23)sc2c1CCC2,31,9,3,-4,1568,-15,5,6.1,x,x,11
COc1ccc(N2CCN(Cc3nc4c(c(=O)[nH]c(=O)n4C)n3CC(C)=O)CC2)cc1,-4,4,6,-3,1708,-0.4,5,1.2,x,-22,4
O=C(NCC(=O)N(c1ccc(F)cc1)C(C(=O)NCC1CCCO1)c1ccccc1)c1ccco1 (centres undefined),-5,-8,-7,-4,1608,2.7,-3,0.0,x,-13,3
COc1ccc(OCC(=O)N/N=C/c2ccc(N(C)C)cc2)cc1,-1,0,14,-3,1438,-0.3,4,0.4,0.73,-3,10
Cn1c(=O)n(/N=C/c2ccccc2)c2ccccc21,-4,1,7,-7,1481,-0.2,5,-0.7,0.25,-10,0
Cc1ccc(/C(O)=C/C(=O)C(=O)NNC(=O)C(O)(c2ccccc2)c2ccccc2)cc1,-12,1,5,-1,1337,0.9,2,0.6,-3.1,x,5
CCN(CC(=O)NCc1ccc(F)cc1)CC(O)COCc1cccc(OC)c1 (centres undefined),-5,7,5,0,1567,2.2,7,1.6,0.13,0,2
CSc1nccc(Oc2cncc(Cl)c2)n1,43,2,7,-2,1724,0.3,0,1.0,0.39,-7,11
Cc1nc(CN2CCC(c3ccccc3)CC2)cc(=O)[nH]1,-3,-4,-3,-4,1768,-0.8,2,0.8,1.4,-27,0
CCc1ccc(S(=O)(=O)Nc2c(C)nn(C)c2C)cc1,-3,-3,8,-4,1491,-0.1,-11,3.0,-0.35,x,-9
